MrgX1 antagonist: blocks BAM8-22 activation of human MrgX1 receptor. 310,000 compounds, 1.3% hits. B-score at 10 µM. MRGX1-HEK293 calcium flux, Fluo-4, BAM8-22 antagonism; stronger effect = lower value. AID 588676;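 active means calcium-response B-score plate-corrected more than 3 library SD below zero, starting fluorescence within 5 deviations, no agonist response on first addition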;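 further: peak minus trough fluorescence over baseline after final BAM8-22 challenge near maximal dose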
HIF act: HIF pathway transcriptional activation | U2OS HRE-luciferase reporter, luminescence; normalized: DMSO 0%, desferrioxamine 100% | activation, % at 7.5 µM (by protocol) | 300,000 compounds, 0.32% hits;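 active means mean activation of at least 10% of the iron chelator positive control signal, with at least half of replicates also reaching 10%; inconclusive means mean and replicate majority disagree about reaching 10%; inactive means mean and most replicates under 10%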
TRPC4 agonist: activators of mouse TRPC4 channel | HEK293 TRPC4beta/mu-opioid, Fluo4 calcium fluorescence; stronger effect = higher value | 310,000 compounds, 0.49% hits | B-score at 10 µM | Q9QUQ5;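 active means B-score above 5 SD of library B-scores, and initial fluorescence ratio not above library mean plus 5 SD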;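 further: positive B-score marks a calcium rise read as TRPC4 activation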
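Incubation: 45 min room-temperature Fluo4 loading, 110 s read / System: HEK293 cells stably co-expressing mouse TRPC4beta and mu-opioid receptor / Signal: Fluo4 fluorescence, kinetic / Control set: buffer (low) and maximal DAMGO (high) / Measure: integrated baseline-normalised fluorescence ratio, converted to per-well B score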
KLF5 inhibitor: inhibitors of KLF5 expression | DLD-1 KLF5 promoter-luciferase reporter, luminescence | inhibition, % at 5 µM | 290,000 compounds, 0.23% hits;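 active means inhibition above a per-plate limit of that plate's mean compound inhibition plus 3 SD, cut at about 60% in these data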;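 further: 0% = DMSO wells and 100% = LY294002 at 200 µM; higher means less KLF5 promoter-driven luciferase light; inactives centre near -14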
SKKanGAS inh: inhibitors of SKKanGAS S. pyogenes growth in kanamycin (SK-promoter or general growth effect); 300,000 compounds, 1.3% hits; inhibition, % at 7.5 µM; AID 1662; BacTiter-Glo, 6 h;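 active means mean replicate score, as percent of positive control median, at least 50; inconclusive means mean below 50 but one replicate at or above 50; inactive means mean and every replicate below 50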;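 further: strain carries kanamycin resistance gene driven by streptokinase promoter and grows in 40 µg/ml kanamycin; loss of luminescence reflects streptokinase promoter inhibition or plain growth inhibition; 0% = median of DMSO wells and 100% = positive control at its reference dose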
TRPC4 inh: inhibitors of mouse TRPC4 channel; 300,000 compounds, 0.39% hits; HEK293 TRPC4beta/mu-opioid, DAMGO-evoked Fluo4 calcium flux; stronger effect = lower value; B-score at 10 µM; Q9QUQ5;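 active means B-score over 3 SD under the library average, no early fluorescence shift, positive overall ratio signal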
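Assay system: HEK293 cells with stable TRPC4beta plus mu-opioid receptor expression. Dosing: single dose. Measured by: Fluo4 Ca2+ flux fluorescence. Also added: DAMGO in two steps, submaximal then maximal. Read-out: B score from integrated Fluo4 fluorescence ratio.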
TRPC6 inh: mouse TRPC6 channel inhibition; Q61143; 310,000 compounds, 1.1% hits; B-score at 10 µM; HEK293-TRPC6, membrane potential dye, ACh-evoked depolarization; stronger effect = lower value;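 active means B-score under library mean minus 3 SD, initial fluorescence not abnormally high, positive integrated signal ratio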;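 further: B-score derived from integrated fluorescence ratio over the kinetic read; more negative B-score means stronger inhibition of depolarization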
Target sequence (Q61143 whole entry, looked up): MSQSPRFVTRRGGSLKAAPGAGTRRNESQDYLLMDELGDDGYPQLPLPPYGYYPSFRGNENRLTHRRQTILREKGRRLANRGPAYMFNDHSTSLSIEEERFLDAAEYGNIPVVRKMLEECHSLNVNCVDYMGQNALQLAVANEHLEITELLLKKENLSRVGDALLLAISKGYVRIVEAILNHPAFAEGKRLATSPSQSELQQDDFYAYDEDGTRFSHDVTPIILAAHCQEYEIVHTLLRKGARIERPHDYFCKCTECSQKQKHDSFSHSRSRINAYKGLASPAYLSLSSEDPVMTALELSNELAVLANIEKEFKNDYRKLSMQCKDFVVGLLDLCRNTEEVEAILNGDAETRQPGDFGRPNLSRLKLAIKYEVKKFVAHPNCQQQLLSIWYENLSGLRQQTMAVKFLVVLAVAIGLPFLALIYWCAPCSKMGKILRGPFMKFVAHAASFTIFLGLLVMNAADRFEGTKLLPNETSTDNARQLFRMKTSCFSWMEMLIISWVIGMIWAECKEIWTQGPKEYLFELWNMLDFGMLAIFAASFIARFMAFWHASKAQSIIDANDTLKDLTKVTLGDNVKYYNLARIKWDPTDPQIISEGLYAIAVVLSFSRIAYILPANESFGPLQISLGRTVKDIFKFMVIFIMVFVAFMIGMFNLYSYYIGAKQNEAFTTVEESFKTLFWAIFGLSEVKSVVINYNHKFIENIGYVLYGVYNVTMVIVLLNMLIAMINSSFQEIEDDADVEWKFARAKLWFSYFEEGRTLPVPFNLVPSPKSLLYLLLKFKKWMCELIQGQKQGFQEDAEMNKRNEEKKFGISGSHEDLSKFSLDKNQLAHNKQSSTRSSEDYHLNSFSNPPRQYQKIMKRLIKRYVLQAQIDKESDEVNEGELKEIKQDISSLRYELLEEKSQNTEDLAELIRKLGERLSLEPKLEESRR
TRPC6 activator: mouse TRPC6 channel activation; Q61143; HEK293-TRPC6 membrane potential dye fluorescence; stronger effect = higher value; B-score at 10 µM; 310,000 compounds, 0.13% hits; AID 2550;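 active means B-score of the integrated fluorescence ratio above library mean plus 3 SD, and starting fluorescence ratio within library mean plus 5 SD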;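 further: higher score means more depolarization so channel activation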
TRPC4 potent: allosteric potentiators of mouse TRPC4 channel. Q9QUQ5. HEK293 TRPC4beta/mu-opioid, DAMGO EC20, Fluo-4 Ca2+ flux; stronger effect = higher value. B-score at 10 µM. 310,000 compounds, 0.42% hits. AID 2227;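 active means B-score of calcium response area above 5 SD of library B-scores, with initial fluorescence ratio within 5 SD of library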;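 further: B-score of integrated fluorescence ratio over time as area under calcium response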
IEC-6 tox: IEC-6 cytotoxicity, counter-screen for KLF5 inhibitors; luminescence viability; 290,000 compounds, 0.78% hits; inhibition, % at 5 µM; in the data active means inhibition above about 22%;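 further: 0% = plate median of test compound wells and 100% = cytotoxic reference compound wells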
aSyn UTR inh: 5' untranslated region of α-synuclein, MLPCN primary screen; alpha-synuclein 5'UTR reporter, inhibitor activity; inhibition, % (tested at 7.5 µM); 300,000 compounds, 0.82% hits; in the data active means inhibition above about 60%; inconclusive means no clear call, values can overlap the other calls;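 further: H4 neuroglioblastoma cells stably carrying SNCA 5'UTR luciferase fusion; 0% = DMSO wells and 100% = positive control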
* = called active by the depositor; i = inactive; u = inconclusive; x = not tested or not shown.

SMILES | MrgX1 antagonist | HIF act | TRPC4 agonist | KLF5 inhibitor | SKKanGAS inh | TRPC4 inh | TRPC6 inh | TRPC6 activator | TRPC4 potent | IEC-6 tox | aSyn UTR inh
CCOc1ccc(NS(=O)(=O)c2ccc(C(=O)NC3CCC(O)CC3)cc2)cc1 (stereo not drawn) | i | 0.3 | i | x | -1 | i | i | i | i | x | 14
C/C(=C\c1ccccc1)C(=O)NCCCn1ccnc1 | i | -0.1 | i | -20 | 3 | i | i | i | i | 4 | -4
Cc1cccc(-c2cc(=O)c(C(=O)O)cn2-c2ccc(F)cc2F)c1 | i | -17 | i | x | 5 | i | i | i | i | x | -34
CC(C)CCN1CC(C(=O)NCCC2=CCCCC2)CC1=O (stereo not drawn) | i | 0.2 | i | -26 | 9 | i | i | i | i | -9 | -18
CCCCNC(=O)NS(=O)(=O)c1cnccc1Sc1ccc(Cl)cc1 | i | -0.6 | i | -16 | 5 | i | i | i | i | -6 | -7
COc1ccc(/C(C)=N/NC(=O)Cn2nc([N+](=O)[O-])cc2C)cc1 | i | -0.4 | i | -10 | -8 | i | i | i | i | 6 | 16
COc1ccc(-c2cccc(C(=O)Nc3cccc(C(=O)O)c3)c2)cc1 | i | 1.1 | i | -79 | -11 | i | i | i | i | 3 | -149
CC(=O)Oc1ccc(-c2cccc(C(=O)N3CCCCC3)c2)cc1 | i | 1.0 | i | -60 | -5 | i | i | i | i | 0 | 1
O=C(Cn1ccc2cc(S(=O)(=O)N3CCCC3)ccc21)NCc1ccccc1 | i | -0.1 | i | -8 | 1 | i | i | i | i | 6 | 11
CC(=O)Nc1ccc(OCc2nnc(-c3ccc(Cl)cc3)o2)cc1 | i | 2.7 | i | -32 | -22 | i | -6.3* | i | i | 7 | -96
CN(C)NC(=O)c1ccc([N+](=O)[O-])s1 | i | -0.2 | i | -24 | -9 | i | i | i | i | 0 | 8
O=C(NCc1cccc(F)c1)c1cccc(OC2CCN(C(=O)C3CC3)CC2)c1 | i | 0.8 | i | -32 | 0 | i | i | i | i | -1 | -29
CCCn1cc(S(=O)(=O)c2ccccc2)c(=O)c2cc(CC)ccc21 | i | 0.3 | i | -5 | 3 | i | i | i | i | 8 | 7
CCOC(=O)c1cnc2ccc(OCC)cc2c1N1CCN(c2ccccc2OC)CC1 | i | -0.2 | i | 17 | 26 | i | i | i | i | 4 | 22
COCc1cc(C)nc2sc(C(=O)Nc3ccccc3F)c(N)c12 | i | 0.5 | i | -80 | 7 | i | i | i | i | 2 | -82
COc1cc(/C=N/Nc2ccc([N+](=O)[O-])cc2S(=O)(=O)N2CCOCC2)cc(OC)c1OC | i | -0.3 | i | -6 | 7 | i | i | i | i | -2 | 4
Cc1ccc(NC(=O)C2CC(=O)N/C(=N/N=C/c3ccco3)S2)cc1C (stereo not drawn) | i | 0.3 | i | -7 | -1 | i | i | i | i | 2 | -11
CCOC(=O)c1ccc2c(c1)NCc1cccc(OC)c1O2 | i | 1.5 | i | -76 | -8 | i | i | i | i | 0 | -129
Cc1ccc2c(CC(=O)N3CCN(S(=O)(=O)c4cccs4)CC3)coc2c1 | i | -0.2 | i | -10 | -2 | i | i | i | i | -1 | 8
Cc1cc(C)c2sc(N(CCCN(C)C)C(=O)c3ccc(S(=O)(=O)N(C)C4CCCCC4)cc3)nc2c1 | i | -3.9 | i | x | 16 | i | i | i | i | x | u
NS(=O)(=O)c1ccc(CCNC(=S)Nc2ccccc2)cc1 | i | -0.9 | i | 18 | -10 | i | i | i | i | -3 | -6
CN(C)c1ccc(O)c2c1CC1CC3C(N(C)C)C(=O)C(C(N)=O)=C(O)[C@@]3(O)C(=O)C1=C2O (stereo partly drawn) | i | -0.2 | i | x | 110* | i | i | i | i | x | 50
Cc1cc(N2CCN(c3ccccc3)CC2)nc(-n2nc(C)cc2C)n1 | i | 1.2 | i | 6 | -8 | i | i | i | i | 6 | -19
CC(=O)Nc1ccc(S(=O)(=O)NCc2nc(-c3ccc(C)cc3)no2)cc1 | i | 0.1 | i | -9 | 8 | i | i | i | i | 4 | -16
COC(=O)CN1C(c2ccc(Cl)cc2)=Nc2ccc(Cl)cc2C1c1ccccc1 (stereo not drawn) | i | -0.5 | i | -25 | 9 | i | i | i | i | 6 | -51
CCOC(CNc1ncnc2sc(-c3ccccc3)cc12)OCC | i | -21 | i | -35 | 5 | i | i | i | i | -3 | -41
COc1ccc(OC)c(C(=O)NC(CC(N)=O)c2ccc(NC(C)C)c([N+](=O)[O-])c2)c1 (stereo not drawn) | i | -0.6 | i | -35 | -3 | i | i | i | i | -4 | 18
COc1nccnc1NS(=O)(=O)c1ccc(NCc2cc(Br)ccc2O)cc1 | i | 0.8 | i | -46 | 21 | i | i | i | i | 0 | -83
Cc1cc(=O)n2[nH]c(-c3ccc(F)cc3)nc2n1 | i | 2.8 | i | -16 | 9 | i | i | i | i | -1 | -9
COc1ccc(NC(=O)c2nn(C)cc2[N+](=O)[O-])cc1 | i | 4.1 | i | -28 | 2 | i | i | i | i | -5 | -2
CCOc1cc(C(c2c(C)[nH][nH]c2=O)c2c(C)[nH][nH]c2=O)ccc1OS(=O)(=O)c1ccccc1 | i | 0.0 | i | -13 | 7 | i | i | i | i | 4 | 24
O=[N+]([O-])c1ccccc1S(=O)(=O)NCCc1ccncc1 | i | -0.4 | i | -20 | -9 | i | i | i | i | 0 | -37
COc1ccc(-c2cn3c(C)c(C(=O)Nc4cccc(C)n4)sc3n2)cc1 | -5.3* | 0.4 | i | -16 | 11 | i | i | i | i | 3 | -97
N#CCCn1cc(/C=N/NC(=O)c2ccncc2)c(-c2ccc(F)cc2)n1 | i | 0.1 | i | -7 | -1 | i | i | i | i | 0 | -3
C=CCNC(=O)COc1ccc(S(=O)(=O)Nc2ccc(OCC)cc2)cc1 | i | 2.0 | i | -22 | 2 | i | i | i | i | -2 | 28
O=C(Nc1ccccc1)c1ccc(NCc2cccnc2)c(S(=O)(=O)N2CCOCC2)c1 | i | -0.1 | i | -5 | 0 | i | i | i | i | 3 | 26
CSc1nc2nc3c(c(=O)n2[nH]1)CN(Cc1ccccc1)CC3 | i | 0.2 | i | -15 | 4 | i | i | i | i | -8 | -17
COC(=O)C1=NNC2(c3ccc(Cl)cc3)C(=O)N(c3ccc(Cl)cc3)C(=O)C12 (stereo not drawn) | i | 0.3 | i | -15 | 1 | i | i | i | i | 3 | 23
Cc1ccc(NC(=O)CCC(C(=O)O)N2C(=O)c3ccccc3C2=O)cc1 (stereo not drawn) | i | 0.0 | i | -31 | -4 | i | i | i | i | 3 | -9
O=C(O)c1cc(O)c2c(c1)[C@@H]([C@H]1c3cc(C(=O)O)cc(O)c3C(=O)c3c(O[C@@H]4O[C@H](CO)[C@@H](O)[C@H](O)[C@H]4O)cccc31)c1cccc(OC3O[C@H](CO)[C@@H](O)[C@H](O)[C@H]3O)c1C2=O (stereo partly drawn) | i | -1.4 | i | x | 33 | i | i | i | i | x | 37
CC(C)Oc1ccc(CN2CCC(n3nccc3NC(=O)c3cccnc3)CC2)cc1 | i | -0.5 | i | -2 | 2 | i | i | i | i | -6 | 10
C[C@@H]1CN(Cc2nc(-c3ccc(Cl)cc3)no2)C[C@H](C)O1 | i | -1.2 | i | -1 | -3 | i | i | i | i | 0 | -36
O=C(CN1CCOCC1)Nc1nc(-c2ccccc2)cs1 | i | 0.0 | i | -35 | -2 | i | i | i | i | 2 | -2
Cn1c(=O)[nH]c(=O)c2c1nc(Br)n2CCOc1ccccc1 | i | -0.8 | i | 1 | -3 | i | i | i | i | 11 | -30
O=C(NCc1ccccc1)c1ccc(N2C(=O)C3CCCCC3C2=O)cc1 (stereo not drawn) | i | 0.0 | i | -20 | 0 | i | i | i | i | 0 | 8
O=[N+]([O-])c1cccc(C(=S)N2CCN(c3ccccc3F)CC2)c1 | i | -0.2 | i | -5 | 4 | i | i | i | i | 4 | 7
COc1cccc(NC(=O)CSc2ncnc3c2cnn3Cc2ccccc2)c1 | i | 0.0 | i | -8 | 11 | i | i | i | i | 1 | 18
COc1cccc(C2CC(=O)N3CN(c4ccccc4F)CSC3=C2C#N)c1 (stereo not drawn) | i | 0.3 | i | 0 | 8 | i | i | i | i | 6 | -22
CC(=O)N(CCC(Cc1ccccc1)c1ccc2c(c1)OCO2)Cc1ccccc1F (stereo not drawn) | i | -0.3 | i | 2 | 33 | i | i | i | i | 3 | 16
CCOC(=O)CSCc1csc(CC(=O)Nc2ccccc2C)n1 | i | -0.2 | i | -8 | -4 | i | i | i | i | 5 | 2

(listing goes on)
SMILES | MrgX1 antagonist | HIF act | TRPC4 agonist | KLF5 inhibitor | SKKanGAS inh | TRPC4 inh | TRPC6 inh | TRPC6 activator | TRPC4 potent | IEC-6 tox | aSyn UTR inh
COC(=O)c1c(-c2cccs2)csc1NC(=O)CN1CCOCC1 | i | 0.0 | i | -11 | -6 | i | i | i | i | -2 | 40
COc1ccc(CNC(=O)[C@H](C)NC(=O)N2CCn3c2nc2ccccc23)cc1 | i | -0.7 | i | -15 | -1 | i | i | i | i | 2 | 31
O=C(CCC(=O)Nc1ccc(Cl)cc1Cl)N/N=C/c1ccc([N+](=O)[O-])o1 | i | 0.8 | i | -24 | 17 | i | i | i | i | -3 | 13
O=C(NC1CC1)C1C2C3C4CC5C3C5C4C12 (stereo not drawn) | i | 0.3 | i | 2 | -2 | i | i | i | i | 4 | 0
CCOC(=O)N1CCN(C(=O)COC(=O)c2ccccc2NCCO)CC1 | i | -6.1 | i | x | 0 | i | i | i | i | x | -6
CCCCCCn1c(CN2CCN(CCO)CC2)nc2c1c(=O)n(C)c(=O)n2C | i | -0.4 | i | 2 | -1 | i | i | i | i | 10 | -7
O=C1NC(=O)c2cc(Br)cc3cccc1c23 | i | 0.9 | i | -8 | -4 | i | i | i | i | 2 | 28
CC(C)C(=O)Nc1nnc(S(=O)(=O)N2CCc3ccccc32)s1 | i | -0.3 | i | -20 | 3 | i | i | i | i | -3 | -23
O=C(COC(=O)c1ccccc1[N+](=O)[O-])NNC(=O)c1cccs1 | i | -0.9 | i | -33 | 11 | i | i | i | i | 2 | 9
Cc1cccc(C(CC(=O)O)NC(=O)C(F)(F)F)c1 (stereo not drawn) | i | 0.0 | i | -2 | 21 | i | i | i | i | -7 | -12
